GAA glycogen mod: GAA glycogen-cleavage inhibition or activation; P10253; recombinant GAA, glycogen substrate, Amplex Red glucose oxidase fluorescence; Potency, µM (doses to about 76.4 µM), inactives show top-dose activity change, negative = inhibition, most hits filed as inhibitors; 0.38% of 300,000 active; active means well fitted inhibition curve with a large enough effect; inconclusive means small, poorly fitted or top-dose-only effect, or another doubt; inactive means no such curve, though single readings can be large or run the other way;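 further: 0% = full enzyme reaction and -100% = no-enzyme basal signal; the screen sought inhibitors and activators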
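Natural-substrate format: glycogen cleavage by 4 nM human enzyme, glucose read by Amplex Red coupling (Ex 573, Em 610 nm). Normalized to enzyme and no-enzyme controls.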
GoLoco inh red: RGS12 GoLoco-Gai1 interaction inhibition; Potency, µM (top dose mostly 61.6 µM), inactives show top-dose activity, negative = inhibition, most hits filed as inhibitors; Gai1:RGS12 GoLoco peptide FP, rhodamine, 10 min; 0.44% of 230,000 active; P63096; active means well fitted inhibition curve with a large enough effect, not every such curve was filed as active; inactive means no such curve, though single readings can be large or run the other way; further: nearly all actives have a fitted effect of over 30% in size; many of its hits are not listed in these tables
Target sequence (P63096 whole entry, looked up): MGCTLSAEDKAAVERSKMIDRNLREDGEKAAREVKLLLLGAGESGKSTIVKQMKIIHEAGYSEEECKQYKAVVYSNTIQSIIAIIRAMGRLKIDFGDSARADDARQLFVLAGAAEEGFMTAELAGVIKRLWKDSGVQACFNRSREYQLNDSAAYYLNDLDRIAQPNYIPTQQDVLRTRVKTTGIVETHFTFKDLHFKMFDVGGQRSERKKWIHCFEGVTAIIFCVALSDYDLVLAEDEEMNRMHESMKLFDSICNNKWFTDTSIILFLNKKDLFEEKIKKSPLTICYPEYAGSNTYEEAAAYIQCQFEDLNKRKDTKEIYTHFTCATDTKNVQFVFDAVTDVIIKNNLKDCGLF
Starred values were filed as active, the others as inactive; ? = inconclusive; . = not tested or not shown; [ ] = remark or other dose. Unless noted, on the % scale 0 is the no-effect control and ±100 the full control effect; potency means the concentration at half of the fitted maximal effect. These rows are one share of the data (hit frequency here may not be typical).

SMILES	GAA glycogen mod	GoLoco inh red
O=C1c2ccccc2C(=O)N1C1(C(=O)NC2(C(=O)O)CCCC2)CCCC1	.	4%[14.2 µM]
Cc1ccc(S(=O)(=O)N[C@H](CO)C(=O)O)cc1	.	7%[14.2 µM]
C[C@H](Oc1ccc(Oc2cnc3ccc(Cl)cc3n2)cc1)C(=O)O	.	1%[14.2 µM]
C[C@@]12CCC(=O)C=C1CC[C@H]1C2[C@@H](O)C[C@]2(C)[C@@H]1CC[C@@]2(O)C(=O)CO (some centres undefined)	.	19%[14.2 µM]
CC1=CC(=O)CC(C)(C)[C@]1(O)/C=C\C(C)=C\C(=O)O	.	2%[14.2 µM]
O=C(O)CNC(=O)c1ccccc1O	.	5%[14.2 µM]
C[N+](C)(C)CC(=O)N/N=C\c1ccncc1	.	0%[14.2 µM]
O=C(O)[C@H](Cc1ccccc1)N1C(=O)c2ccccc2C1=O	.	-2%[14.2 µM]
O=C(O)c1cc(N=Cc2ccccc2O)cc(C(=O)O)c1	.	6%[14.2 µM]
N#Cc1c(NC(=O)C(F)(F)F)sc2c3c(=O)c4ccccc4c(=O)c=3oc3ccccc3c12	.	6%[14.2 µM]

Seven of these compounds, reformatted:
The line under a structure holds: GAA glycogen mod, GoLoco inh red
- O=C1c2ccccc2C(=O)N1C1(C(=O)NC2(C(=O)O)CCCC2)CCCC1
 : ., 4%[14.2 µM]
- C[C@@]12CCC(=O)C=C1CC[C@H]1C2[C@@H](O)C[C@]2(C)[C@@H]1CC[C@@]2(O)C(=O)CO (some centres undefined)
 : ., 19%[14.2 µM]
- N#Cc1c(NC(=O)C(F)(F)F)sc2c3c(=O)c4ccccc4c(=O)c=3oc3ccccc3c12
 : ., 6%[14.2 µM]
- CC1=CC(=O)CC(C)(C)[C@]1(O)/C=C\C(C)=C\C(=O)O
 : ., 2%[14.2 µM]
- C[N+](C)(C)CC(=O)N/N=C\c1ccncc1
 : ., 0%[14.2 µM]
- Cc1ccc(S(=O)(=O)N[C@H](CO)C(=O)O)cc1
 : ., 7%[14.2 µM]
- O=C(O)c1cc(N=Cc2ccccc2O)cc(C(=O)O)c1
 : ., 6%[14.2 µM]

(next part)
SMILES	GAA glycogen mod	GoLoco inh red
CCCCNN	.	-4%[14.2 µM]
Cn1c(=O)c2[nH]c(CCCCC(=O)O)nc2n(C)c1=O	.	-1%[14.2 µM]
CC1CCC(C(=O)O)([C@H](Br)C(=O)O)CC1 (some centres undefined)	.	5%[14.2 µM]
Clc1ccc(C=Nc2ccc3c(c2)Cc2ccccc2-3)c(Cl)c1	.	-4%[14.2 µM]
OCCN(CO)CO	.	1%[14.2 µM]
O=C(O)C[C@H](Cc1ccccc1)C(=O)O	.	1%[14.2 µM]
NCCC1([N+](=O)[O-])CCNCC1	.	-1%[14.2 µM]
c1ccc(NN(Cc2cnccn2)c2ccccc2)cc1	.	0%[14.2 µM]
CC1(C)S[C@@H]2[C@H](NC(=O)C3(N)CCCCC3)C(=O)N2[C@@H]1C(=O)O	.	-5%[14.2 µM]
Nc1nc(SC/C=C\c2ccccc2)c2[nH]cnc2n1	.	1%[14.2 µM]
CC(C)c1ccc(/C=C2\C=C(c3ccc4ccccc4c3)OC2=O)cc1	.	-5%[14.2 µM]
c1ccc(CCCNc2nnnc3ccccc23)cc1	.	6%[14.2 µM]
CC(C)CCC[C@@H](C)[C@@H]1CC[C@@H]2[C@H]3CC[C@H]4C[C@@H](N)CC[C@@]4(C)[C@@H]3CC[C@]21C	.	3%[14.2 µM]
NC(N)=N/N=C(\c1ccc(Cl)cc1)C1CC1	.	-1%[14.2 µM]
Cc1cccc(CNc2ncnc3[nH]ncc23)c1	.	-3%[14.2 µM]
N=C(N)SCc1ccc(Cl)cc1Cl (tested in a mixture with another compound)	.	7%[14.2 µM]
O=C(Nc1ccc(Nc2ccc3c(c2)C(=O)c2ccccc2C3=O)c2c1C(=O)c1ccccc1C2=O)c1ccccc1	.	45%[activator][14.2 µM]
CN(C)S(=O)(=O)c1ccc(Nc2ccc(O)c3c2C(=O)c2c([N+](=O)[O-])ccc(O)c2C3=O)cc1	.	23%[14.2 µM]
O=C(O)C[C@H](Nc1ccccc1)C(=O)O	.	12%[14.2 µM]
O=S(=O)(O)c1ccc2c(N=Nc3c(O)ccc4ccccc34)cccc2c1	.	44%[activator][14.2 µM]
O=C1Nc2ccccc2C1=Nc1cccc2ncccc12	.	2%[14.2 µM]
O=C1c2ccccc2N[C@H](c2cc(Cl)cc(Cl)c2O)N1CCc1ccccn1	.	3%[14.2 µM]
CCN=C(N)CSS(=O)(=O)O	.	3%[14.2 µM]
O=c1[nH]cc(CS(=O)(=O)Cc2c[nH]c(=O)[nH]c2=O)c(=O)[nH]1	.	2%[14.2 µM]
O=C(O)c1ccc(N[C@H](c2ccccc2)c2ccc3cccnc3c2O)cc1	.	3%[14.2 µM]
CC1CCC(O)([C@](C)(C(=O)O)c2ccccc2)CC1 (some centres undefined)	.	-3%[14.2 µM]
Cc1ccc(C)c(NC(=O)NCc2ccc(Cl)cc2)c1	.	3%[14.2 µM]
CCc1c(O)c2c(c(O)c1C(C)=O)C(=O)c1c(cc(O)c(C(=O)O)c1C(=O)O)C2=O	.	-8%[14.2 µM]
CC(=O)CN1C(=O)NC2(CCCc3ccccc32)C1=O (centres undefined)	-4%	.
COc1cc(-c2cc(C(=O)N(C)Cc3ccccc3)c3ccccc3n2)cc(OC)c1OC	-5%	.
COc1ccccc1N1CCN(C2CCCN(C(=O)c3ccccn3)C2)CC1 (centres undefined)	-8%[76.3 µM]	.
COc1ccccc1-c1cc(C(=O)NC2CCN(C)CC2)c2ccc(Cl)c(C)c2n1	-7%[76.3 µM]	.
O=C(Nc1ccccc1NC(=O)c1ccco1)c1ccccc1	11%	.
CN(Cc1nccs1)C(=O)C1CCC(=O)N(CCc2cccc(F)c2)C1 (centres undefined)	6%[76.3 µM]	.
CCN1CCN(C(=O)CCc2nnc(CCc3ccccc3OC)o2)[C@@H](C)C1=O	1%[76.3 µM]	.
O=C1CSC(=S)N1c1cccc(Cl)c1	?	.
COc1cccc(/C=C/c2onc(C)c2S(=O)(=O)N2CCC(C(=O)NC3CCCCCC3)CC2)c1	10%[76.3 µM]	.
Cc1cccc(NS(=O)(=O)c2ccc(-c3cnc(C4CC4)o3)cc2)c1	-15%[76.3 µM]	.
Cc1ccc(C(=O)Nc2sc3c(c2C(=O)O)CCCC3)o1	5%[76.3 µM]	.
Cc1cc(C)cc(NC(=O)CCNS(=O)(=O)c2cc(Br)cnc2N)c1	-10%[76.3 µM]	.
O=C(Nc1ccccc1)OCCNC(=O)c1cccc(Br)c1	-10%	.
[O-]/[N+](=C/c1ccco1)c1ccccc1	0%[76.3 µM]	.
N#Cc1ccc2c(c1)C[C@]1(CCCCN3C(=O)c4ccccc4C3=O)Oc3c(c(=O)oc4ccccc34)C2O1	-2%[15.3 µM]	.
O=C(CN1C(=O)c2ccccc2C1=O)NC1CCCCC1	-5%[76.3 µM]	.
O=C(NCC1CCCCC1)C1CCC(=O)N(CCc2cccc(F)c2)C1 (centres undefined)	-5%[76.3 µM]	.
COc1ccc(NC(=O)CS(=O)CC(=O)Nc2ccc(NC(C)=O)cc2)cc1 (centres undefined)	-4%	.
COc1ccc(/C=N/NC(=O)C(=O)N2CCCCCC2)cc1	9%	.
Cc1ccc(S(=O)(=O)N2CCC(NC(=O)c3cccnc3)CC2)cc1Cl	-6%	.
CC(C(=O)NC1C=CS(=O)(=O)C1)N1C(=O)/C(=C/c2ccc(Cl)cc2)SC1=S (centres undefined)	4%[76.3 µM]	.
CCOc1ccccc1N(CC(=O)N1CCC(C)CC1)S(=O)(=O)c1ccc(C)cc1	-10%[76.3 µM]	.

Later entries.
SMILES	GAA glycogen mod	GoLoco inh red
CC1CCN(S(=O)(=O)c2ccc3c(c2)CCN3C(=O)C2CCC2)CC1	-7%[76.3 µM]	.
COc1ccc(NC(=O)NNC(=O)COc2ccc([N+](=O)[O-])c(C)c2)cc1OC	-2%[76.3 µM]	.
Cc1c(CCC(=O)NCCCCCC(=O)O)c(=O)oc2c(C)c3oc4c(c3cc12)CCCC4	-7%	.
CCN1CCN(Cc2nc3cc(NC(=O)COc4ccc([N+](=O)[O-])cc4)ccc3n2C)CC1	0%[76.3 µM]	.
CCCN(c1ccccc1F)S(=O)(=O)c1c[nH]c(C(=O)OC)c1	2%[76.3 µM]	.
Cc1ccc(C23CC4CC(CC(C(=O)N(C)C)(C4)C2)C3)cc1	6%	.
CCCN(CCC)CCCNC(=O)c1cc2cc3ccc(Cl)cc3nc2o1	4%	.
Cc1c(-c2ccccc2)c(=O)oc2cc(O)ccc12	-1%[76.3 µM]	.
CCOc1ccccc1N(CC)C(=O)c1nn(C)c2c1CSc1ccccc1-2	-15%[76.3 µM]	.
O=C(NCCCn1ccnc1)c1c(F)cccc1F	2%[76.3 µM]	.
COCc1nnc(NC(=O)c2ccc(S(=O)(=O)N(C)Cc3ccccc3)cc2)o1	11%	.
O=C(Nc1ccc(C(=O)Nc2ccccc2Cl)cc1)c1cccnc1	0%[76.3 µM]	.
O=C(NNC(=S)Nc1ccccc1Cl)c1ccccc1	3%[76.3 µM]	.
Cn1cc(CN2CCC(C(=O)Nc3cccc(-c4cscn4)c3)CC2)cn1	-11%[76.3 µM]	.
Cc1ccccc1C(=O)N1CCN(c2ccc(NC(=O)c3ccc4c(c3)OCCO4)cc2)CC1	-2%[76.3 µM]	.
Cc1occc1C(=O)NNS(=O)(=O)c1ccc([N+](=O)[O-])cc1	-19%	.
Cc1cccc(Nc2nc(C)nc3c2oc2ccccc23)c1	-4%	.
O=C(CCS(=O)(=O)c1ccccc1)N1CCN(c2cccc(C(F)(F)F)c2)CC1	1%[76.3 µM]	.
Cc1ccc(N2C(=O)NC(NS(=O)(=O)c3ccc(C)cc3)(C(F)(F)F)C2=O)cc1 (centres undefined)	3%	.
CCC1CCCCN1S(=O)(=O)c1ccc(NC(=O)c2cccnc2)cc1 (centres undefined)	-2%[76.3 µM]	.

Whole records, looked up by structure. Order of screens: GAA glycogen mod, GoLoco inh red
CC(C)CCC[C@@H](C)[C@@H]1CC[C@@H]2[C@H]3CC[C@H]4C[C@@H](N)CC[C@@]4(C)[C@@H]3CC[C@]21C is listed as ., 3%[14.2 µM]
Cc1ccc(N2C(=O)NC(NS(=O)(=O)c3ccc(C)cc3)(C(F)(F)F)C2=O)cc1 (centres undefined) is listed as 3%, .
CC1CCC(O)([C@](C)(C(=O)O)c2ccccc2)CC1 (some centres undefined) is listed as ., -3%[14.2 µM]
NC(N)=N/N=C(\c1ccc(Cl)cc1)C1CC1 is listed as ., -1%[14.2 µM]
O=C(NCC1CCCCC1)C1CCC(=O)N(CCc2cccc(F)c2)C1 (centres undefined) is listed as -5%[76.3 µM], .

Next section.
SMILES	GAA glycogen mod	GoLoco inh red
COc1ccc2cc3cc(C(=O)N4CCN(c5ccccn5)CC4)oc3nc2c1	5%[76.3 µM]	.
CCNC(=O)N1CCC(n2nccc2NC(=O)CCCc2ccccc2)CC1	-3%[76.3 µM]	.
CN(C(=O)c1ccc(OC2CCN(Cc3ccccn3)CC2)cc1)C1CCCCC1	3%[76.3 µM]	.
Cc1ccccc1OCC(=O)Nc1ccccc1NC(=O)c1ccco1	-7%	.
CC(=O)c1cccc(N2C(=NC(=O)C3CC3)SC3CS(=O)(=O)CC32)c1 (centres undefined)	0%[76.3 µM]	.
COc1ccc2cc(CCNC(=O)c3ccco3)c(=O)[nH]c2c1	-11%[76.3 µM]	.
CCCCNC(=O)C1CCC(CNS(=O)(=O)c2c(C)cc(C)cc2C)CC1 (centres undefined)	-13%	.
CS(=O)(=O)Nc1ccc(C2=NN(C(=O)c3cccc(F)c3)C(c3cccs3)C2)cc1 (centres undefined)	-3%	.
Cc1ccc(S(=O)(=O)N2CCC(=O)CC2)cc1	-1%[76.3 µM]	.
C=CCN1C(=O)/C(=C\c2cccc(OC(=O)c3ccco3)c2)SC1=S	2%[76.3 µM]	.
COc1ccc(S(=O)(=O)N(C)CC(=O)NCCN2CCOCC2)cc1Cl	-3%	.
O=C(NCc1ccccn1)C(=O)NCC1OCCN1S(=O)(=O)c1ccc(Cl)cc1 (centres undefined)	-7%[76.3 µM]	.
COc1cc(/C=N/NC(=O)c2ccncc2)ccc1OC(=O)c1cc(OC)c(OC)c(OC)c1	-10%	.
O=C(Nc1ccnn1C1CCN(C/C=C/c2ccc(F)cc2)CC1)C1CCCC1	2%[76.3 µM]	.
CN(CCCN1CCCCC1)C(=O)c1cc(COc2ccc(F)cc2F)on1	1%[76.3 µM]	.
CCCCc1cc(=O)oc2c(CN3CCN(C)CC3)c(O)ccc12	3%	.
COc1ccc(OCC(=O)Nc2ccc3c(c2)nc(CCNC(C)=O)n3C)cc1	-4%	.
O=C(c1cc(-c2ccccc2O)on1)N1CCCCCC1	6%[76.3 µM]	.
